# High-throughput results (PubChem)
# KAT2A inh: qHTS Assay for Inhibitors of GCN5L2; Potency, µM (highest dose often 58.9 µM), inactives show top-dose activity change, negative = inhibition, most hits filed as inhibitors; 0.21% of 390,000 active; GCN5L2 HAT assay, ThioGlo1 CoA-SH fluorescence; AID 504327, 2011; Histone acetyltransferase KAT2A (Homo sapiens), Q92830
# Target sequence (Q92830 whole entry, looked up): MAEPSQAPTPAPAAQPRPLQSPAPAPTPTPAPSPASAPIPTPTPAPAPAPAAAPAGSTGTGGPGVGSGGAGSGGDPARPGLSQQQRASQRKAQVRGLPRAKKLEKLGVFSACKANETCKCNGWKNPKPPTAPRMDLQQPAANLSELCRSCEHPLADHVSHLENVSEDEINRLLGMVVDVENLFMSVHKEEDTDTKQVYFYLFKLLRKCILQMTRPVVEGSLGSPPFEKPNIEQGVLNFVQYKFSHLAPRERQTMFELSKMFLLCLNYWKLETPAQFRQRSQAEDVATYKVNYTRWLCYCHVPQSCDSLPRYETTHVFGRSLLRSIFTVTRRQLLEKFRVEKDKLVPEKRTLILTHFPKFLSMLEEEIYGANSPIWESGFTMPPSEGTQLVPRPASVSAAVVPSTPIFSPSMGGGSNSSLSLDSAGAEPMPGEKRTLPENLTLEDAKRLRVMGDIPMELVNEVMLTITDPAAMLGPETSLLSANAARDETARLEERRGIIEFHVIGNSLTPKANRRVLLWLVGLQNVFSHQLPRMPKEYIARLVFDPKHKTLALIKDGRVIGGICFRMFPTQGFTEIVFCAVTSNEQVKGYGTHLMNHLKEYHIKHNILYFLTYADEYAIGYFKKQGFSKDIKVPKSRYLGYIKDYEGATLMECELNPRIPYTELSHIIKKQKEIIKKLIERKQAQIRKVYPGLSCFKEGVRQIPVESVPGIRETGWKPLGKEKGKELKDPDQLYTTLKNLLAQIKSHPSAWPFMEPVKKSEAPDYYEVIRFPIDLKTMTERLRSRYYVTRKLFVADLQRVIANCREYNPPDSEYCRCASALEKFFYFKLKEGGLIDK
#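 Compounds, pin-transferred from DMSO stocks, meet 20nM GCN5L2 for 15 min before the reaction begins with H3(1-25) peptide (75uM) and acetyl-CoA (70uM). Thiol-reactive ThioGlo1 reports CoA release over 20 min at room temperature.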
# DT40 TDP1 CPT: qHTS for Inhibitors of human tyrosyl-DNA phosphodiesterase 1 (TDP1): qHTS in cells in presence of CPT | chicken DT40 Tdp1-/-;hTDP1 cells + 20 nM CPT, ATP luminescence, 48 h | Potency, µM (doses to about 46.2 µM), without a hit: at the highest dose activity change, negative = growth inhibition, most hits filed as inhibitors | AID 686979, 2013 | 12% of 420,000 active; also: nearly all actives have a fitted effect of over 55% in size
#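 Chicken DT40 Tdp1-/- cells complemented with human TDP1, 400 cells/well, exposed to compounds plus 20 nM camptothecin for at least 48 h at 37 C; viability read as ATP content by CellTiter-Glo luminescence.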
# TDP1 cell noCPT: qHTS for Inhibitors of human tyrosyl-DNA phosphodiesterase 1 (TDP1): qHTS in cells in absence of CPT. DT40 Tdp1-/- hTDP1 cells, no CPT, ATP luminescence, 48 h. Potency, µM (titrated, usually from 46.2 µM), without a hit: top-dose activity change, negative = growth inhibition, actives largely listed as inhibitors. 15% of 420,000 active. AID 686978, 2013; also: nearly all actives have a fitted effect of over 55% in size
#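 Growth of hTDP1-complemented DT40 Tdp1-knockout cells is measured by ATP luminescence after at least 48 hr compound exposure at 37 °C, with DMSO substituting for the 20 nM CPT used in the parallel screen.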
# Starred values were filed as active, the others as inactive; ? = inconclusive; . = no result given; & = joins results of further samples; [ ] = remark or other dose. Calls follow the shape of the dose curve; as a rule, active = well fitted curve in the direction sought with a large enough effect; inconclusive = small, poorly fitted or top-dose-only effect, or another doubt; inactive = no such curve, though single readings can be large; an effect the other way counts as inactive or inconclusive. % is scaled to controls: 0 for no effect and ±100 for the full control effect; potency is read from the fitted curve at half-maximal effect.
SMILES,KAT2A inh,DT40 TDP1 CPT,TDP1 cell noCPT
COc1ccccc1C(=O)Nn1c(-c2cccs2)nc2ccccc2c1=O,-4.6%,18.4µM*,?
S=c1[nH]nc(-c2ccc3c(c2)OCO3)n1-c1ccccc1,13.1%,2.6%,-2.7%
Cc1ccc2cc(C)c(NCCO)nc2c1,-22.9%,11.6%,-8.7%
CCOc1ccc(NCc2cccn2-c2nnc(N3CCC(C(=O)NCCCN4CCCCC4CC)CC3)s2)cc1 (centres undefined),-6.2%,?,?
Cc1ccnc(NS(=O)(=O)c2cccc3nsnc23)c1,-8.6%,-5.8%,0.0%
O=C(O)CCC(=O)Nc1nc2ccc([N+](=O)[O-])cc2s1,-13.0%,5.0%,4.8%
CCCCN(C)CCNC(=O)CSCc1ccc(C)cc1,-8.6%,-27.5%,13.4%
COc1ccc(C(C(=O)NC(C)(C)C)N(CCC(C)C)C(=O)CCC(=O)Nc2cc(C)on2)cc1 (centres undefined),-6.6%,?,?
CSCCC1NC(=O)N(CC(=O)Nc2cccc3ccccc23)C1=O (centres undefined),-4.5%,-9.2%,1.6%
CCOC(=O)/C(=N\Nc1ccccc1[N+](=O)[O-])c1csc(Nc2ccccc2)n1,-18.5%,?,16.4µM*
O=C1NC(N2CCOCC2)=N/C1=C/c1ccc2c(c1)OCO2,-4.8%,-12.3%,?
COc1cccc(C(=O)NCCC(=O)NCc2cc(=O)n(C)c(=O)n2C)c1,-1.5%,-11.2%,1.7%
O=S(=O)(c1cccc(Cl)c1Cl)N1CCCCC1,-5.4%,-24.8%,-20.7%
Cc1cc(-c2nc3cccnc3s2)ccc1NS(=O)(=O)c1ccc2c(c1)OCCO2,-15.6%,-21.2%,-26.0%
O=C1c2ccccc2C(Nc2ccc(S(=O)(=O)N3CCOCC3)cc2)N1c1cccnc1 (centres undefined),-14.0%,-8.4%,-20.5%
COc1cc(NC(=O)CN(c2ccc(C)cc2)S(=O)(=O)c2c(C)nn(C)c2C)cc(OC)c1,-1.8%,?,-11.1%
c1nnc(-c2ccc3c(c2)OCO3)o1,-1.5%,5.9%,-7.7%
COc1ccc(/C=C2/N=C(SCC(=O)Nc3cc(C)on3)N(c3ccccc3)C2=O)cc1,-2.0%,6.3%,9.3%
Cc1ccc(CCNC(=O)c2cn(C)c3ccc(S(=O)(=O)N4CCC(C)CC4)cc3c2=O)cc1,0.1%,-1.1%,?
CCCCSc1nnc([C@H](C)NC(=O)OC(C)(C)C)o1,-3.7%,-11.3%,-6.4%
Cc1cccc(C)c1-n1nnnc1C1(Nc2ccccc2)CCCCC1,-11.6%,?,?
Cc1c(NC(=O)C(C)OC(=O)c2ccc(Cl)nc2)c(=O)n(-c2ccccc2)n1C (centres undefined),-1.6%,1.8%,-7.7%
O=C(CCc1nnc2ccc(N3CCC4(CC3)OCCO4)nn12)NCc1ccc(F)cc1,-3.1%,-3.9%,-24.0%
CCCCNC(=O)N1CCN(c2ncccn2)CC1,-2.4%,-2.4%,29.1%
Cc1cccc(NC(=O)CNC(=O)[C@H]2O[C@@H](n3cnc4c(N)ncnc43)[C@H](O)[C@@H]2O)c1C,.,16.9%,0.9%
COCOc1cccc(CN2CCC2(C)C(=O)Nc2ccc(OC)c(OC)c2)c1 (centres undefined),.,16.4µM*,23.1µM*
O=C1CS/C(=C\S(=O)(=O)c2ccc(Cl)cc2)N1,2.3%,2.8%,-12.1%
COCc1nc2c([nH]1)c(=O)n(C)c(=O)n2CC(C)C,-0.3%&-8.4%,1.5%,-5.8%
Cn1ccnc1SCC(=O)Nc1ccc(Br)cc1C(F)(F)F,3.0%,-15.6%,-18.1%
COc1ccc2nc(/N=C/c3cccc(OC)c3O)sc2c1,-0.6%,-16.7%,-20.0%
O=C(Cn1cnc2c(oc3ccccc32)c1=O)Nc1ccc(OC(F)(F)F)cc1,-3.9%,-14.7%,-3.7%
COC(=O)c1cc2ccsc2n1Cc1nc(-c2ccc(OC)cc2)oc1C,-6.6%,?,?
C=CCn1c(=O)c2ccc(C(=O)NCc3ccccc3)cc2n(Cc2ccc(Cl)cc2)c1=O,-1.0%,?,?
COc1ccccc1NC(=O)NCc1nc(-c2ccc(C(F)(F)F)cc2)no1,5.4%,?,?
Cc1ccc(C(=O)c2cn(CC(=O)NCc3ccccc3Cl)c3nc(C)ccc3c2=O)cc1,2.0%,?,?
CSc1ncc(C(=O)Nc2cccc(Cl)c2)c(C)n1,-2.3%,-10.8%,?
CNc1ccc(Br)cc(C(=O)/C=C/c2ccc(OC)cc2)c1=O,-9.0%,6.51µM*,18.4µM*
CC(=O)NCCN1C(=O)S/C(=C\c2cccs2)C1=O,-19.5%,5.1%,-8.6%
N/C(=N\OC(=O)c1ccc(Cl)cc1Cl)c1ccccn1,3.4%,-22.8%,1.6%
CCN(CC)C(=O)CN(c1cc(Cl)ccc1OC)S(C)(=O)=O,-0.7%,-10.9%,-1.2%
OCCC1CN(Cc2cc3ccccc3o2)CCN1Cc1ccc(F)cc1 (centres undefined),-4.5%,?,?
CN(C)c1ccc(C(=O)Nc2nnc(C3=COCCO3)o2)cc1,-7.0%,?,?
N#C/C(=C\c1ccc(-c2ccc(S(=O)(=O)N3CCOCC3)cc2)o1)C(=O)NC1CC1,-7.2%,11.6µM*,20.6µM*
COc1ccc(CN2C[C@@H](CO)O[C@@H](n3cnc4c(N5CCN(C)CC5)ncnc43)C2)cc1,.,?,-22.2%
O=c1c2ccc(Cl)cc2[nH]c(=S)n1CCC1=CCCCC1,-5.5%,-20.4%,-25.1%

# 2 entries picked at random from those above:
SMILES,KAT2A inh,DT40 TDP1 CPT,TDP1 cell noCPT
COC(=O)c1cc2ccsc2n1Cc1nc(-c2ccc(OC)cc2)oc1C,-6.6%,?,?
CCN(CC)C(=O)CN(c1cc(Cl)ccc1OC)S(C)(=O)=O,-0.7%,-10.9%,-1.2%

# Further compounds follow:
SMILES,KAT2A inh,DT40 TDP1 CPT,TDP1 cell noCPT
CC(=O)Nc1cncc(-c2cccc(C(=O)N(C)C)c2)n1,.,-9.8%,0.1%
COc1ccc(C(C)=O)cc1CC1(C)C(=O)Nc2ccc(OC(F)(F)F)cc21 (centres undefined),.,?,?
COc1cccc(CNC(=O)c2cc(C)nc3ccccc23)c1,-4.1%,-0.2%,1.2%
Cc1c(C(=O)N2CC(C)OC(C)C2)[nH]c2ccc(Br)cc12 (centres undefined),-10.9%,?,?
O=C(CNc1cc(S(=O)(=O)N2CCOCC2)ccc1N1CCOCC1)Nc1cccc(C(F)(F)F)c1,-2.1%,?,?
CN=C(C)/C(C(=O)OC)=C(/O)c1ccccc1F,-4.7%,-7.1%,1.4%
CSc1ccc(/C=C(\C#N)C(=O)NC2CCCCC2)cc1,1.8%,?,20.6µM*
CCN1CCN(C(=O)c2nn(-c3ccc(C)cc3)c(=O)c3c2c2ccccc2n3C)CC1,0.2%,-17.0%,-26.1%
O=C1CCC/C(=N\NC(=O)c2ccc(NS(=O)(=O)c3ccc(Br)cc3)cc2)C1,-0.8%,-2.3%,-1.2%
COc1ccc(OC)c(NC(=O)c2sc3nc(Cc4ccccc4)cc(C(F)(F)F)c3c2N)c1,-11.3%,?,-11.1%
O=c1c2cc(NC(=S)N3CCCCCC3)ccc2nc2n1CCCCC2,-10.2%,-20.8%,?
CN(Cc1ccco1)c1cc(-c2ccoc2)ncn1,31.6µM*,-19.1%,-2.1%
Cc1ccc(C(=O)NC(=S)NCCCN2CCOCC2)cc1,-7.3%,3.9%,-19.8%
COc1ccccc1-n1c(SCC(=O)Nc2ccc(Cl)cc2)nc(O)c(Cc2ccccc2)c1=O,.,-21.9%,?
Cc1cc(Cl)ccc1NC(=O)C1CCCN1C(=O)c1cccs1 (centres undefined),-5.6%,0.6%,-9.5%

# Four of these compounds, set out differently:
O=C1CCC/C(=N\NC(=O)c2ccc(NS(=O)(=O)c3ccc(Br)cc3)cc2)C1
  KAT2A inh: -0.8%	DT40 TDP1 CPT: -2.3%	TDP1 cell noCPT: -1.2%
COc1ccc(C(C)=O)cc1CC1(C)C(=O)Nc2ccc(OC(F)(F)F)cc21 (centres undefined)
  KAT2A inh: .	DT40 TDP1 CPT: ?	TDP1 cell noCPT: ?
O=c1c2cc(NC(=S)N3CCCCCC3)ccc2nc2n1CCCCC2
  KAT2A inh: -10.2%	DT40 TDP1 CPT: -20.8%	TDP1 cell noCPT: ?
Cc1ccc(C(=O)NC(=S)NCCCN2CCOCC2)cc1
  KAT2A inh: -7.3%	DT40 TDP1 CPT: 3.9%	TDP1 cell noCPT: -19.8%

# Next results:
SMILES,KAT2A inh,DT40 TDP1 CPT,TDP1 cell noCPT
CCOC(=O)n1c(SCC(N)=O)nc2ccccc21,-2.8%,1.2%,4.5%
CC(C)c1ccc(/C=C2\SC(=S)N(CCC(=O)NCCCn3ccnc3)C2=O)cc1,-25.6%,?,?
CCc1ccc(NS(=O)(=O)c2ccc3[nH]cc(C(=O)NC4CCCC4)c(=O)c3c2)cc1,-16.3%,-22.7%,?
CC1=NN(c2ccc(S(=O)(=O)O)cc2Cl)C(=O)C1,-5.2%,38.2%[activator],-5.3%
N=C(N)n1ncc2c1CCCC2=O,.,-8.1%,-19.0%
O=C(NCc1ccccn1)[C@@H]1CCCN1C(=O)[C@@H]1CCCN1C(=O)c1cccc2ccccc12,.,-11.9%,-22.2%
Cc1ccc(-n2c(SCc3ccc(C(=O)O)cc3)nnc2-c2ccncc2)cc1,-1.8%,-18.8%,-6.2%
CCOC(=O)C1CCN(C(=S)Nc2ccc(Cl)cc2C)CC1,-3.0%,26.8%,-7.1%
N#CNc1nc(O)cc(=O)[nH]1,1.2%,-1.1%,-8.6%
CCCOc1ccc2[nH]cc(C(=O)O)c(=O)c2c1,-29.2%,-29.7%,?
O=C(Nc1cccc(S(=O)(=O)NCc2ccco2)c1)c1cc(-c2ccccc2)nc2ccccc12,-6.1%,?,23.1µM*
Cc1nn2c(CN(C(=O)c3ccco3)c3ccccc3)nnc2c2ccccc12,.,?,?
Cc1ccc(Cn2c(C(C)NC(=O)c3ccccc3)nc3ccccc32)cc1 (centres undefined),-10.0%,?,6.51µM*
Cc1cc(C)c2c(=O)[nH]c(SCC(=O)Nc3ccc(N(C)C)cc3)nc2n1,34.6%[activator],-3.7%,-22.7%
CCc1ccc(C2=C/C(=C/c3cccnc3)C(=O)O2)cc1,-6.2%,-6.0%,-19.4%
CCOc1ccccc1CN1CCN(CC2=Cc3cc(OC)ccc3OC2)CC1CCO (centres undefined),-8.9%,?,?
O=C(CSc1nnc2ccc3ccccc3n12)c1ccc(F)cc1,-3.2%,?,16.4µM*
Cc1cccc(N2CCN(Cc3nc(CC4CC4)no3)CC2)n1,3.3%,-2.7%,-7.2%
CCc1ccccc1NC(=O)CCc1nc(-c2cccs2)no1,-5.4%,-19.4%,1.0%
Cc1ccnn1CC(=O)N/N=C/c1ccco1,?,-14.8%,-6.9%
O=C(COC(=O)c1ccc2ccccc2n1)c1ccc(F)cc1,-6.1%,-0.8%,15.0%
Cc1ccsc1/C=N/NC(=O)CC(=O)NCC(C)C,-8.5%,-17.5%,-19.5%
CCc1nc2ccc(C(=O)Nc3ccc(OC)c(OC)c3)cn2c1N(C)C(=O)c1cccc(OC)c1,.,?,-12.6%
Cc1cccc(C)c1-n1nnnc1C(c1ccnc2ccccc12)N1CCN(C(=O)OC(C)(C)C)CC1 (centres undefined),.,-0.1%,0.7%
Cc1nnc(NC(=O)c2ccc(Br)cc2)s1,-3.2%,-26.7%,-3.3%
O=C(Cn1ncc(Cl)c(Cl)c1=O)N1CCc2ccccc21,-13.4%,4.61µM*,6.51µM*
CC(C)Oc1ccc(CSC(=N)N)cc1,1.3%,-26.6%,-28.1%
Cc1ccnc(NC(=O)c2ccc(S(=O)(=O)NCc3ccco3)cc2)c1,-0.1%,20.6µM*,?
COc1ccc(CNC(=O)c2cccc(NC(=O)CC3SC(N4CCCCC4)=NC3=O)c2)cc1 (centres undefined),-0.9%,-16.1%,-23.7%
CC(C)(C)c1ccccc1NC(=S)NC1CCCC1,0.5%,?,?
C[C@@H](CN=[N+]=[N-])CN1CC[C@H](NC(=O)OCc2ccccc2)CCC1=O,0.8%,?,?
COC(=O)c1ccc(C2c3[nH]c4ccccc4c3C[C@H]3C(=O)N(C4CCN(Cc5ccccc5)CC4)CC(=O)N23)cc1 (some centres undefined),-5.7%,?,?
CCOC(=O)c1ccccc1N/C=C/C(=O)c1cccs1,-6.3%,?,20.6µM*
CC(=O)c1ccc(N(CC(=O)NC2CCCC2)C(=O)CCC(=O)Nc2cc(C)on2)cc1,-4.9%,-10.9%,-24.8%
Cc1ccc2c(=O)cc(C(=O)Nc3ccc(S(=O)(=O)N(C)Cc4ccccc4)cc3)oc2c1C,-11.2%,4.11µM*,3.26µM*

# The order is random; any-hit rate near 18%.
